OX1R antag-1 – OX1R (human) antagonism. O43613. OX1R-expressing cells, FRET antagonist read-out. inhibition, % at 6.6 µM. hit rate 1.8% among 330,000. AID 485270; in the data active means inhibition mostly above about 38%, no sharp cut-off; inactive means mostly below about 40%;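 further: 0% = agonist challenge alone and 100% = reference antagonist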
Target sequence (O43613 whole entry, looked up): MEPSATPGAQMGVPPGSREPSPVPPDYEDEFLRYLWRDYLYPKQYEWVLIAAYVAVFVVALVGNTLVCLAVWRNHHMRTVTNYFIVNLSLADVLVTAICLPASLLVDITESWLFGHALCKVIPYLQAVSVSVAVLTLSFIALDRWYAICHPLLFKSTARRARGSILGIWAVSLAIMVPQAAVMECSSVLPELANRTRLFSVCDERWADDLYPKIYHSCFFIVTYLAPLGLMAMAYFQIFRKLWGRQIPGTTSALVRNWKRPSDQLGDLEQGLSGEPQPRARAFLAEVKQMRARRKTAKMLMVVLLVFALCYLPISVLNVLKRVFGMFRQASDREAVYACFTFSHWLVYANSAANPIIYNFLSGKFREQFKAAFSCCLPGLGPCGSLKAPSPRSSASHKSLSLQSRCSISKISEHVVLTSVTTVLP
OX1R antag-2 – blocks the human orexin 1 receptor; O43613; hit rate 0.43% among 330,000; AID 434989; inhibition, % at 5 µM; CHO/OX1R cells, Fluo-8 calcium fluorescence, orexin A;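 active means inhibition above its plate's threshold, mean inhibition of all tested compounds on the plate plus 3 SD, cut at about 37% in these data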;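 further: 0% = orexin A challenge wells and 100% = SB-334867-A antagonist wells; not every result past the cut was called active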
Active calls of the source: *.

molecule	OX1R antag-1	OX1R antag-2
COc1ccc(CCN2CC(C(=O)OC(C)C(=O)Nc3cccc(Cl)c3)CC2=O)cc1OC (configuration not stated)	3	-14
O=C(CCCOc1ccc(Cl)cc1Cl)NCCc1nnc2ccccn12	13	-22
Cc1ccc(S(=O)(=O)N(CC(=O)NCc2ccco2)Cc2ccc(F)cc2)cc1	8	-4
c1ccc(N2CCN(c3ncnc4scc(-c5cccs5)c34)CC2)cc1	5	7
CCOC(=O)c1cc(-c2ccc(OC)cc2)nc2c1c(C)nn2CCC#N	10	-17
CCCCN(C(=O)CN(C)CC(=O)Nc1cccc(OC)c1)c1c(N)n(CCCC)c(=O)[nH]c1=O	7	-6
C#C[C@]1(O)CC[C@H]2[C@@H]3CCC4=Cc5oncc5C[C@]4(C)[C@H]3CC[C@@]21C	11	-27
CCN(C(=O)C1CCCN(c2ncnc3c2nc2n3CCCCC2)C1)c1cccc(Cl)c1 (configuration not stated)	18	-25
O=C(O)c1ccc(C2NCC(c3ccccc3Cl)c3c2[nH]c2ccccc32)cc1 (configuration not stated)	17	-13
COc1ccc(NC(=O)CO/N=C(\C)c2cccs2)cc1	7	2
CSCC[C@H](NC(=O)OC(C)(C)C)c1nnc(SCC=C(C)C)o1	7	-28
Cc1ccsc1C(=O)NC1CCCCC1C (configuration not stated)	3	-8
CCNC(=S)NNC(=O)c1ccccn1	3	7
CSC1=NCCN1C(=O)c1ccc(S(=O)(=O)N2CCCCC2)cc1	7	-12
CC(=O)c1c(C)[nH]c(C(=O)OC2CCOC2=O)c1C (configuration not stated)	10	9

Looked up by compound from above, 4 records:
molecule	OX1R antag-1	OX1R antag-2
CSC1=NCCN1C(=O)c1ccc(S(=O)(=O)N2CCCCC2)cc1	7	-12
C#C[C@]1(O)CC[C@H]2[C@@H]3CCC4=Cc5oncc5C[C@]4(C)[C@H]3CC[C@@]21C	11	-27
COc1ccc(NC(=O)CO/N=C(\C)c2cccs2)cc1	7	2
COc1ccc(CCN2CC(C(=O)OC(C)C(=O)Nc3cccc(Cl)c3)CC2=O)cc1OC (configuration not stated)	3	-14

Next section:
molecule	OX1R antag-1	OX1R antag-2
O=C(N/N=C/c1cccc(F)c1)c1c(O)c2c([nH]c1=O)CCCC2	17	-16
NNc1nc(-c2ccccc2)nc(-c2ccccc2)c1Br	11	4
Cc1csc(NC(=O)CSc2nncc(=O)n2N)n1	21	0
CCOc1ccc(OCC)c(NC(=O)C2CCCN(S(=O)(=O)c3ccc(C)cc3)C2)c1 (configuration not stated)	16	-23
CCOC(=O)CSc1nnc(CNC(=O)c2cccc(C)c2)n1-c1ccccc1OC	4	-30
COc1cc(C(=O)NC(=S)Nc2ccc(Cl)c(C(=O)O)c2)cc(OC)c1OC	9	2
Cc1cc2ncn(S(=O)(=O)c3ccc(S(=O)(=O)N4CCCCCC4)cc3)c2cc1C	6	-18
Cn1c2ccccc2c2ncn(CCN3CCOCC3)c(=O)c21	23	-14
O=C(Nc1ncccn1)c1ccc(C(F)(F)F)cc1	10	-6
CC(=O)Oc1ccccc1C1=NN(C(C)=O)C(c2ccccc2)C1 (configuration not stated)	4	-8
CC(C)Cc1cc(C(=O)NCCN2CCOCC2)no1	5	-9
Cc1cc(C)nc(NS(=O)(=O)c2ccc(N/C=C/C(=O)c3ccc(Cl)c(Cl)c3)cc2)n1	2	-24
O=C(NC1CC1)c1ccc2c(c1)C1C3CCC(C3)C1C(c1ccccc1)N2 (configuration not stated)	8	-18
CC(Sc1nc(N)c(NC(=O)c2ccc(Br)o2)c(=O)[nH]1)C(=O)O (configuration not stated)	16	-5
CCNC(=O)c1c(C)[nH]c(C(=O)OCC)c1C	4	-13
Nn1c(SCC(=O)N2CCCC2=O)nnc1-c1cccs1	11	4
COc1ccccc1C(CCN(Cc1cccs1)C(C)=O)c1ccco1 (configuration not stated)	12	-31
C=CCn1c(SCC(=O)Nc2cc(C)on2)nnc1-c1ccccc1F	8	-10
CCN(CC)S(=O)(=O)c1ccc(N/N=C/c2cccnc2)nc1	18	-25
Cc1ccc(-c2noc(CN(C)C(=O)Nc3ccc(F)cc3)n2)cc1	13	-8
Cc1cccc2c(CC(=O)Nc3ccccc3)noc12	32	-2
O=C(COC(=O)CCCSc1nc2ccccc2[nH]1)NC(=O)NC1CCCC1	8	-14
COc1ccc(CC(=O)OCC(=O)Nc2ncc(Cl)cc2Cl)cc1	6	-24
N#CC(C(=O)NCc1ccco1)c1nc2ccccc2nc1N1CCOCC1 (configuration not stated)	39	-30
N#Cc1cn(CC(=O)NCC2CCCO2)c2ccccc12 (configuration not stated)	9	-6
C/C(=N\NC(=O)c1nnn(-c2nonc2N)c1CN1CCCCCC1)c1ccc(Br)cc1	23	-23
CCCCn1c(SCC(=O)Nc2ccc(C)c(S(=O)(=O)N3CCOCC3)c2)nnc1C(CC)N(C)C (configuration not stated)	7	-22
Cc1cc(/C=C2\SC(=Nc3ccccc3)NC2=O)c(C)n1-c1ccc(S(N)(=O)=O)cc1	21	10
O=S(=O)(c1cccc(-c2n[nH]c(=S)n2C2CCCC2)c1)N1CCOCC1	8	-13
Cc1ccc2cccc(SCC(=O)NCC#N)c2n1	10	8

Part of the list above in order of count of non-hydrogen atoms, lowest first:
molecule	OX1R antag-1	OX1R antag-2
Cc1ccc2cccc(SCC(=O)NCC#N)c2n1	10	8
N#Cc1cn(CC(=O)NCC2CCCO2)c2ccccc12 (configuration not stated)	9	-6
CCN(CC)S(=O)(=O)c1ccc(N/N=C/c2cccnc2)nc1	18	-25
O=C(COC(=O)CCCSc1nc2ccccc2[nH]1)NC(=O)NC1CCCC1	8	-14

Full records as entered above. Order of values: OX1R antag-1	OX1R antag-2
`N#CC(C(=O)NCc1ccco1)c1nc2ccccc2nc1N1CCOCC1` (configuration not stated) is listed with 39	-30
`O=C(COC(=O)CCCSc1nc2ccccc2[nH]1)NC(=O)NC1CCCC1` is listed with 8	-14

Other entries.
molecule	OX1R antag-1	OX1R antag-2
C=CCC1(N(C(C)=O)c2ccccc2)CCCCC1	4	-6
COc1ccc(-c2c3c(nc4sc5c(Cl)nc(C)nc5c24)CCC3)cc1	1	1
Cc1nnc(NC(=O)CSc2nnc(-c3ccoc3C)n2CC(C)C)s1	7	-7
Cc1ccc2nc(-c3ccc(NC(=O)CCS(=O)(=O)c4ccccc4)cc3)sc2c1	11	-12
Brc1cccc(OCCN2CCOCC2)c1	7	-19
C/C(=N\NC(=O)c1cc(C)oc1C)c1ccc(N2CCOCC2)cc1	27	15
CC1CCC(NC(=O)C2c3ccccc3C(=O)N2CCCN2CCOCC2)CC1 (configuration not stated)	8	-13
CCN(CC)S(=O)(=O)c1cc(NC(=O)COC(=O)Cn2cnc3ccccc32)ccc1C	16	-12
O=C(Oc1ccccc1)n1c(=S)oc2ccccc21	9	-4
CC1CCCCC1N=C1NC(C)(C)CS1 (configuration not stated)	3	-10
CC(C)(C)OC(=O)C[C@H]1C/C=C\C[C@@H](CC(=O)N[C@H](CO)Cc2ccccc2)C(=O)NCCOC1=O	9	-2
CC(=O)NCc1nc2ccccc2n1Cc1ccccc1F	16	-12
O=C(N/N=C/c1ccc(OCc2ccccc2)cc1)c1cc[n+](Cc2ccccc2)cc1	20	-1
CCOc1ccccc1NC(=O)C(C)SCc1ccccc1 (configuration not stated)	18	-42
O=C(CSc1nc2ccccc2[nH]1)c1ccc2c(c1)OCO2	11	-19
C[C@H](NS(=O)(=O)c1ccc(Cl)cc1)C(=O)OCC(=O)N1CCOCC1	2	15
CN(C)C(=O)C#Cc1ccccc1	-3	-8
O=C(CSc1nncn1-c1ccccc1)Nc1cccc(S(=O)(=O)N2CCCCC2)c1	8	-14
O=S(=O)(NCc1cccnc1)c1ccc(Cl)c(Cl)c1	31	-14
CC(C)CN1C(=O)c2ccc(C(=O)NCc3ccc4c(c3)OCO4)cc2C1=O	14	-7
CC(C)Nc1nnc(SCc2cc(=O)n3ccsc3n2)s1	23	-18
NC(=O)CSc1nnc(NC(=O)C23CC4CC(CC(C4)C2)C3)s1	9	-5
CC(Sc1nc(NCc2ccccc2)nc(N2CCOCC2)n1)C(=O)Nc1ccccc1 (configuration not stated)	-2	-19
O=C(NC1CCCCCCC1)NC1CCCCC1	28	-13
Cc1ccc(NC(=O)C2Cc3ccccc3CN2C(=O)c2ccco2)cc1S(=O)(=O)N(C)C (configuration not stated)	9	-2
C=CCNC(=O)C1CCC(=O)N1S(=O)(=O)c1ccc(C)cc1 (configuration not stated)	-8	-16
CC(c1nnnn1C1CCCCC1)N(Cc1ccccc1)Cc1cccnc1 (configuration not stated)	15	-30
COc1cccc(CCNC(=O)CC2C(=O)NCCN2Cc2ccc(C)o2)c1 (configuration not stated)	5	-25
CC(NC(=O)Nc1ccc(Cl)cc1)C1CCCO1 (configuration not stated)	8	-10
COC(=O)Cn1c(=NC(=O)c2ccc([N+](=O)[O-])s2)sc2cc(Br)ccc21	45	-5
Cc1ccc(C)c(N2CCN(S(=O)(=O)c3ccc4c(c3)CC(C)N4C(=O)C3CC3)CC2)c1 (configuration not stated)	2	-1
O=C1c2ccccc2S(=O)(=O)c2cc(C(=O)N3CCN(c4ncccn4)CC3)ccc21	27	-7
O=C(O)c1cc(-c2ccc(/C=N/NC(=S)Nc3ccccc3)o2)ccc1Cl	17	6
O=c1c2cnn(-c3ccccc3)c2nnn1Cc1ccccn1	26	-15
O=C(CCNS(=O)(=O)c1ccccc1)NNC(=O)COc1ccccc1F	0	-6
CCc1ccc(OCC(=O)N/N=C(\C)c2ccccc2OC(F)F)cc1	8	-20
CCCCNC(=O)C(=O)c1ccccc1NC(C)=O	15	-9
O=C(CNCc1ccccc1)Nc1ccc(Oc2ccccc2)cc1	-1	10
Fc1cc(F)cc(NC(=S)NCCCN2CCOCC2)c1	6	-16
O=C(COC(=O)/C=C/c1ccco1)NCc1ccco1	7	4
N#Cc1c(C(F)(F)F)cc(-c2cccs2)nc1SC(C(=O)O)c1ccccc1 (configuration not stated)	18	-8
Cc1noc(C)c1C(=O)NCCCN1CCCC1=O	0	-8
O=C(CN1C(=O)CSc2ccccc21)N1CCc2ccccc21	4	-11
COc1cc(/C=N/NC(=S)N/N=C/c2cc(OC)c(OC)c(OC)c2)cc(OC)c1OC	35	-17
CCOC(=O)CN1C(=O)NC2NC(=O)NC21 (configuration not stated)	15	-1

Overlap with the part before: 3 compounds, followed by the next part.
molecule	OX1R antag-1	OX1R antag-2
O=C(CN1C(=O)CSc2ccccc21)N1CCc2ccccc21	4	-11
COc1cc(/C=N/NC(=S)N/N=C/c2cc(OC)c(OC)c(OC)c2)cc(OC)c1OC	35	-17
CCOC(=O)CN1C(=O)NC2NC(=O)NC21 (configuration not stated)	15	-1
COc1ccc(C(=O)N2CCN(S(=O)(=O)c3ccc(Br)cc3)CC2)cc1	5	-34
Cc1[nH]n(-c2ccccc2)c(=O)c1C(c1cccc([N+](=O)[O-])c1O)c1c(C)[nH]n(-c2ccccc2)c1=O	11	3
COc1cc(OC)cc(C(=O)N2CCCC(Nc3ccc(F)cc3)C2)c1 (configuration not stated)	16	-40
Cc1cccc(C)c1NC(=O)CNC(=O)c1c(C)nn(C)c1Cl	13	-9
COc1ccc(CN([C@H](C)CO)S(=O)(=O)N(Cc2ccccc2)[C@H](CO)C(C)C)cc1	14	-6
COc1ccc([N+](=O)[O-])cc1NC(=O)c1ccc(N2C(=O)CCC2=O)cc1	11	-7
N#Cc1ccc(NC(=O)CSc2nc3[nH]c(=O)cc(O)c3s2)cc1	4	12
CC1CCC(NC(=O)C2COc3ccccc3O2)CC1 (configuration not stated)	22	-10
O=C(CSc1nnc(SCc2ccc(Cl)cc2)s1)N/N=C/c1ccccc1C(=O)O	-2	-15
CCCC1=C([O-])C2N=CC=CC2=[N+](c2ccccn2)C1=O (configuration not stated)	30	11
CCCCC1(C)OC(=O)C(=Cc2ccc(-c3ccc(Cl)c(C(=O)O)c3)o2)C(=O)O1 (configuration not stated)	52	-9
O=C(c1ccc(COc2ccccc2[N+](=O)[O-])o1)N1CCCCC1	16	-18
Cc1cccc2cc(CN(CCN(C)C)C(=S)Nc3ccccc3)c(=O)[nH]c12	12	-25
COc1ccc(S(=O)(=O)N2CCCCCC2)cc1C(=O)Nc1ccc(C)cn1	8	-11
Cc1ccc(N(CC(=O)Nc2cccc(N(C)S(C)(=O)=O)c2)S(C)(=O)=O)cc1	8	-2
CC(=O)c1cccc(NC(=O)Nc2ccc(C)cc2)c1	15	-9
COc1cccc(-c2csc(N3CCN(C(=O)NC45CC6CC(CC(C6)C4)C5)CC3)n2)c1	11	-27
NC(=O)C1CCCN1 (configuration not stated)	12	-19
N#CC(c1ccc(Cl)nn1)c1c(F)cccc1Cl (configuration not stated)	2	11
O=C(c1ccc2c(c1)OCO2)N1CCN(c2ccc(C(F)(F)F)cn2)CC1	11	-14
COCCOC(=O)c1c(NC(=O)COC(=O)c2ccc(C)o2)sc(C(N)=O)c1C	10	-15
O=C(N/N=C/c1ccc([N+](=O)[O-])cc1)c1cccc2cc[nH]c12	9	-17
COc1ccc2nc(C)cc(N/N=C/c3ccc(F)cc3)c2c1	7	-13
COc1ccccc1N(CC(=O)NCCSc1ccccc1)S(=O)(=O)c1ccccc1	81*	22

Screening data from PubChem.
